Bioassay records deposited in PubChem by Sanford-Burnham Center for Chemical Genomics.
CCR6 antag = antagonists of human CCR6 receptor; CHO-K1 CCR6 PathHunter beta-arrestin, luminescence, CCL20-stimulated; P51684; inhibition, % at 20 µM; 340,000 compounds, 0.49% hits;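 active means compounds whose inhibition of the agonist-driven luminescence signal at 20 µM reaches about 50%, limit read from the data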;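 further: cells stimulated with CCL20 at 14 nM final; plate controls were DMSO with CCL20 for no effect and DMSO without agonist for full effect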
Target sequence (P51684 whole entry, looked up): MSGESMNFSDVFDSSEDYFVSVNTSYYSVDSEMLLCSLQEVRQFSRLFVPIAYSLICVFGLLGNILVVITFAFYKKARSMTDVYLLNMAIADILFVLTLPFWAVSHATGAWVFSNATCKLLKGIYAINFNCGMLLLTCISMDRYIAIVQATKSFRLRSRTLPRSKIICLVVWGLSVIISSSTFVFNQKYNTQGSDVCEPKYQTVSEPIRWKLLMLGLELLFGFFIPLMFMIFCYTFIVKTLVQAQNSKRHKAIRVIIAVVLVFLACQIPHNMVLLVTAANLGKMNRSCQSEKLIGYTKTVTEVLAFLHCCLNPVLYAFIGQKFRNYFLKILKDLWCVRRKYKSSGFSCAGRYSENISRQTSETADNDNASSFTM
APOBEC3A inh = inhibitors of human APOBEC3A DNA deaminase. P31941. recombinant A3A, FAM/TAMRA ssDNA deamination fluorescence. inhibition, % at 20 µM. 330,000 compounds, 0.41% hits. AID 493011;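 active means at least 40% inhibition at 20 µM here, with at most 30% in a related deaminase screen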;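 further: plate controls were A3A with DMSO for no effect and wells lacking A3A enzyme for full effect; some results filed as inactive read as strong as hits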
Target sequence (P31941 whole entry, looked up): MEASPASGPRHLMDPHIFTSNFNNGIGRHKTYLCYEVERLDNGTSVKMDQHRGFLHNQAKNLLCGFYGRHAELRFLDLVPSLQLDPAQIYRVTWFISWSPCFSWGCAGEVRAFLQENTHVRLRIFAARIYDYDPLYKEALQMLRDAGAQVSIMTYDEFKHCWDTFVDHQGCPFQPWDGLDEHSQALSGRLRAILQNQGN
MPTP block = permeability transition pore inhibition. isolated mouse mitochondria, Ca2+ swelling absorbance, 30 min. inhibition, % at 10 µM. 360,000 compounds, 1.4% hits;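 active means inhibition of 50% or more, scaled per plate between neutral and stimulator controls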;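 further: 0% = DMSO wells given calcium and 100% = 1 mM EGTA wells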
A3G deaminase = inhibitors of human APOBEC3G DNA deaminase | recombinant A3G, ssDNA deamination FAM/TAMRA fluorescence | 330,000 compounds, 0.28% hits | inhibition, % at 20 µM;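 active means inhibition of at least 40% at 20 µM, with no more than 30% in the related APOBEC3A deaminase screen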;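 further: plate controls were DMSO wells with A3G for no effect and wells lacking A3G enzyme for full effect; some compounds called inactive have numbers as strong as hits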
GRIN3A LBD mod = NR3A (human) ligand-binding domain modulation | NR3A LBD differential scanning fluorimetry, Tm shift; 0% = protein alone, 100% = glycine-bound protein | Tm shift relative to glycine control, % at 25 µM | 340,000 compounds, 2.5% hits;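 active means melting temperature shift of at least 10% of the positive control shift, at one fixed dose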
Gli-Sufu block = antagonists of Gli-Sufu signaling; Sufu-KO-LIGHT fibroblasts, Gli luciferase reporter luminescence; inhibition, % at 5 µM; 340,000 compounds, 0.74% hits;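 active means inhibition above about 55%, limit read from the data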;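 further: 0% = DMSO-treated cells and 100% = wells with medium but no cells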
CXCR6 inh = inhibitors of human CXCR6 receptor; AID 602244; CHO-K1 PathHunter CXCR6 beta-arrestin, luminescence; inhibition, % at 20 µM; 360,000 compounds, 0.36% hits; in the data active means inhibition above about 34%, passing the limit was not always enough;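 further: antagonist mode with CXCL16 agonist at 10 nM final; 0% = 10 nM CXCL16 with DMSO and 100% = unstimulated wells without agonist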
Target sequence (O00574 whole entry, looked up): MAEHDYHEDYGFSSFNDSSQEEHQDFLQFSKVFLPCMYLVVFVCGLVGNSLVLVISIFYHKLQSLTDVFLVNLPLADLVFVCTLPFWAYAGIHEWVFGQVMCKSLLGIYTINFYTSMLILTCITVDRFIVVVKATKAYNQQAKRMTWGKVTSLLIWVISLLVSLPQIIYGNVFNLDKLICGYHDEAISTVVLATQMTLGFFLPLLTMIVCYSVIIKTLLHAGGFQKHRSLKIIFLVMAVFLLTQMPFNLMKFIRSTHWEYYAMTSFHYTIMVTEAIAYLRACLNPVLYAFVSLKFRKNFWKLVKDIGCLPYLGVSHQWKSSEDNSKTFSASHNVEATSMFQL
EBI2 block = EBI2 (human) antagonism; EBI2 beta-arrestin recruitment, luminescence, 7a,25-OHC stimulated; inhibition, % at 5 µM; 360,000 compounds, 0.81% hits; AID 651636; in the data active means inhibition above about 38%;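 further: enzyme fragment complementation signal reports receptor beta-arrestin coupling in cells; 0% = agonist plus DMSO wells and 100% = wells without agonist; some results beyond the cut were filed as inactive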
* hit, by the source's call; . = no result given.

SMILES	CCR6 antag	APOBEC3A inh	MPTP block	A3G deaminase	GRIN3A LBD mod	Gli-Sufu block	CXCR6 inh	EBI2 block
O=C1CN(S(=O)(=O)c2ccc([N+](=O)[O-])cc2)CC(=O)N1	-12	-3	0.3	-8	0	-13	-8	5
Cc1ccc(OCC(=O)OCC(=O)N2c3ccccc3CC2C)cc1C (centres undefined)	10	-2	-0.6	-3	1	-4	-4	-8
Cc1ccccc1CN1C(=O)[C@H]2Cc3c([nH]c4ccccc34)C(C)(C)N2C1=O	-3	-5	1.3	-9	0	-1	-12	26
COc1ccc(NC(=O)CN(C)C(=O)C(Sc2ccccc2)c2ccccc2)cc1 (centres undefined)	20	-1	-0.3	-4	-2	-5	0	3
O=C(COC(=O)CCS(=O)(=O)c1ccccc1)NC(=O)c1ccc(OC(F)F)cc1	-1	-4	-0.6	-11	1	-9	1	-13
O=C(CSc1nnc(CNC(=O)c2ccccc2F)o1)c1ccccc1	13	-2	-0.1	-3	-1	9	-11	-6
COc1ccc(C2C(C(=O)c3ccco3)=C(O)C(=O)N2c2nnc(C)s2)cc1OC (centres undefined)	6	5	-1.8	-14	1	-10	4	5
NS(=O)(=O)c1cccc(NC(=O)CSc2nc3ccc(Cl)cc3[nH]2)c1	1	3	1.3	-3	-3	5	-4	4
COc1ccc(S(=O)(=O)N2CCN(C)CC2)cn1	-3	7	-0.9	1	2	-8	3	-6
CN(C)c1cccc(C(=O)OCC(=O)N(Cc2ccccc2)C2CCS(=O)(=O)C2)c1 (centres undefined)	3	5	-1.0	-3	-1	-2	4	-3
CCN(CC)C(=O)C1CCN(S(=O)(=O)c2c(C)noc2/C=C/c2cccc(C)c2)CC1	13	-2	-0.8	-7	-3	-8	11	-4
CCCOc1ccc(CN2CCOCC2)cc1OC	0	2	1.7	-1	-2	-4	1	4
Cc1cccc(NC(=O)/C(=C\c2ccco2)NC(=O)c2cccs2)c1	-3	1	-0.3	2	-1	6	5	-4
COc1ccc(C=O)cc1COc1ccc2c(c1)OCO2	4	0	0.5	-7	1	-5	-15	-9
CCCCc1c(C)c(C#N)c2[nH]c3ccccc3n2c1=O	10	-1	83*	-8	1	27	-9	-11
COC(=O)c1ccc(NC(=O)CN2CCN(c3ccc(Cl)cc3)CC2)cc1	-9	2	1.1	2	0	-10	1	2
Cc1ccc(C)c(S(=O)(=O)Nc2ccc3cn[nH]c3c2)c1	10	-1	0.2	2	-1	0	4	-3
COc1cccc(-c2nc(CS(=O)(=O)CC(=O)N3CCCCC3)c(C)o2)c1	19	3	1.0	4	0	45	1	5
O=C(NCc1ccccc1)C1=C[C@@H](c2coc3ccccc3c2=O)C[C@@H](OCCCCO)O1	-2	0	0.3	-6	-2	39	3	-2
CC(=O)C1=C(C)N(Cc2ccccc2)C(=O)N[C@H]1c1cccc(C(F)(F)F)c1	5	-3	0.7	-7	-2	-1	-16	-15
CCOc1ccc(N2C(=O)Nc3ccccc3C2(O)C(=O)NCc2ccc(OC)cc2)cc1 (centres undefined)	9	1	-0.2	-3	3	4	-9	8
O=C(NCCN1CCCC(O)C1)c1cc(COc2ccc(F)cc2Cl)on1 (centres undefined)	-6	-6	-1.1	-6	-1	8	-1	-8
Cc1nnc2n1N=C(c1ccccc1)CS2	-3	-1	-1.3	-6	-1	3	-2	2
O=C(CSc1nc(-c2ccccc2)nc2ccccc12)Nc1nccs1	-3	-1	1.1	-4	-2	11	-9	2
CC(=O)NC1(c2cccc(F)c2)CCN(CC(=O)NC2CCCCC2)CC1	2	2	-0.2	0	-2	9	1	4
Cc1ccc(S(=O)(=O)NC(=O)N(CCC#N)Cc2ccccc2)cc1	8	0	-0.6	-2	-1	8	4	-5
Cc1ccc(C(C)C)c(OCCn2c(=O)oc3ccccc32)c1	-6	7	0.1	0	0	96*	2	10
Cc1nc(NC(=O)/C=C/c2ccccc2)sc1C(=O)Nc1ccccc1Cl	7	1	1.4	-6	-1	-19	-9	-3
CN1CCN(/N=C/c2ccc(-c3ccc([N+](=O)[O-])cc3)o2)CC1	10	-4	0.8	6	-2	-21	4	-2
Cc1cc(C)cc(OCCNC(=O)C(C)N2C(=O)c3ccccc3C2=O)c1 (centres undefined)	6	2	0.3	-4	0	6	4	3
O=C(NCCNC(=O)c1ccc(Cl)cc1Cl)c1cnccn1	9	2	-0.2	-2	0	-6	0	-8
O=C1/C(=C/c2ccc([N+](=O)[O-])cc2)C=C(c2ccccc2)N1c1ccc(O)cc1	54*	-2	6.6	-3	0	33	38*	61*
CSc1nc(N2CCOCC2)c2ccccc2n1	5	2	1.1	-3	-1	-4	6	-3
Cc1ccc(NCc2n[nH]c(=S)n2-c2ccccc2)cc1	1	-6	2.2	17	-1	-16	-14	-2
CC(C)(C)C(=O)NC(=S)Nc1ccccc1C(N)=O	39	0	0.1	1	-1	2	26	-3
COc1ccc([C@@H]2[C@@H]3C(=O)N(C(C)(C)C)C(=O)[C@@H]3[C@]3(CC(C)C)C(=O)N(c4ccc(C(F)(F)F)cc4)C(=O)N23)cc1	-9	1	24	1	-4	6	-5	6
CC(C)C(NC(=O)c1ccccc1)C(=O)NC1=NCCS1 (centres undefined)	-1	-1	-0.6	0	0	0	3	-5
Cc1nc2ccccn2c1C(=O)Nc1ccc2c(c1)OCCO2	0	-1	0.1	-4	0	-13	-4	-6
CC1(OC(=O)C2CCCC2)C(=O)C=C2C=C(c3ccsc3)N(Cc3ccco3)C=C2C1=O (centres undefined)	5	62	1.2	59	-3	3	-8	0
Cc1ccc(S(=O)(=O)N2[C@@H](c3ccccc3F)C(C(=O)O)=CC[C@H]2c2ccc(Cl)cc2)cc1	2	-1	-1.3	-8	2	40	-2	0
CC(C)Sc1nc2ccc(N3C(=O)C4CCCCC4C3=O)cc2s1 (centres undefined)	-1	-1	0.3	-6	1	-47	-10	9
Cc1c([N+](=O)[O-])c([N+](=O)[O-])nn1CC(=O)N1CCCCC1	1	-1	0.5	-2	7	2	0	-6
O=C(Nc1ccc2[nH]c(=O)[nH]c2c1)c1c(F)c(F)c(F)c(F)c1F	4	1	0.8	-1	-1	1	-2	-7
CC(OC(=O)Cc1c[nH]c2ccccc12)C(=O)NC1(C#N)CCCCC1 (centres undefined)	4	-3	-0.4	-1	1	2	0	4
COc1ccc(NC(=O)C(C)N2C(=O)C3CC=C(Cl)CC3C2=O)cc1 (centres undefined)	15	-1	1.3	-5	-2	-9	-5	3
CC1(C)CC(=O)c2sc(NC(=O)c3ccco3)nc2C1	-11	-3	0.4	-5	-1	-23	2	-5
Cc1ccc(OCc2ccc(C(=O)Nc3cc(C)on3)o2)c([N+](=O)[O-])c1	4	2	0.8	-5	-1	0	-4	-9
COc1ccc(S(=O)(=O)NCCc2cn3nc(C)c(C)nc3n2)cc1F	12	-6	1.3	-11	1	3	-5	2
CCOC(=O)COc1ccc2c3c(c(=O)oc2c1C)CCC3	0	2	9.4	-2	2	11	3	7
COc1ccc(Nc2oc(COc3ccccc3OC)nc2C#N)cc1	9	1	-2.6	-3	-3	35	-6	13
O=C(NC(=S)Nc1cccc2ncccc12)c1ccco1	1	-3	0.1	10	-2	-3	6	-5
CN(C(=O)COC(=O)c1cc(S(=O)(=O)N2CCOCC2)ccc1F)C1CCS(=O)(=O)C1 (centres undefined)	-2	-3	-0.7	-7	1	-9	-5	-3
COc1ccc2c(c1OC)CN1CCc3cc4c(cc3[C@@H]1[C@@H]2O)OCO4	7	0	-0.2	-5	-3	10	-10	-1
CN(Cc1cn(C)c2ccccc12)C(=S)Nc1cc(F)cc(F)c1	14	-3	-0.3	-4	-13	6	-1	1
Cc1nnc2sc(SCC(=O)N3CCc4ccccc43)nn2c1=O	2	.	-0.4	.	-1	10	2	1
Cn1c(SCC(=O)c2c(N)n(C)c(=O)n(C)c2=O)nnc1-c1ccccc1F	-20	0	0.1	-9	-3	3	-3	-8
Cc1ccc(NS(=O)(=O)c2ccc(C(=O)NNC(=O)c3ccccc3O)cc2)cc1	15	-3	0.3	-7	10*	3	4	0
Cc1nn(C)c(C)c1CN(C)C(=O)c1cnn2c1NC(c1ccccc1)CC2C(F)(F)F (centres undefined)	1	6	0.4	-3	9	20	-1	-7
CS(=O)(=O)N1Cc2ccccc2CC1C(=O)OCC(=O)Nc1ccc2ccccc2c1 (centres undefined)	4	2	4.0	-5	-5	-3	6	12
Cc1nc2c3cc(F)ccc3n(Cc3ccccc3F)c2s1	29	-1	2.5	-5	-8	-10	11	34

More entries follow.
SMILES	CCR6 antag	APOBEC3A inh	MPTP block	A3G deaminase	GRIN3A LBD mod	Gli-Sufu block	CXCR6 inh	EBI2 block
O=C(CN1CCN(C2CCCCC2)CC1)NCCC1=CCCCC1	-1	1	-0.2	-5	-2	-1	-1	-4
Cc1nonc1NC(=O)CSc1nnnn1-c1ccccc1	0	-2	0.3	-11	0	-7	1	3
O=C1/C(=C\c2ccncc2)SC(=S)N1C1CCCCC1	4	4	0.3	-1	-10	14	-3	0
Cc1c(-c2ccccc2)oc2c(C(=O)N3CCN(c4ccc([N+](=O)[O-])cc4)CC3)cccc2c1=O	5	2	-20	0	-25	-2	12	31
Cc1ccc(S(=O)(=O)N2CCN(C(=O)n3ccnc3)CC2)cc1	11	-1	2.0	-2	1	0	-10	-8
Cc1cccc(CN2C(=O)N/C(=C/c3cc(C)n(-c4ccccn4)c3C)C2=O)c1	-3	-18	3.7	-6	2	5	-6	11
Cc1c(C(=O)C(=O)N2CCCc3ccccc32)c2ccccc2n1C	11	-3	-1.2	-6	0	-10	-1	-5
O=C(CN1CCN(Cc2ccccc2)CC1)Nc1ccc(F)c(F)c1	-8	-1	0.4	-4	0	13	3	-9
COc1ccc(C=CC(=O)c2c(OC)cc(OC)c(OC)c2O)cc1	35	.	-3.5	.	8	13	8	24
COc1ccc(C(=O)c2coc3ccc(O)c(CN4CCCCC4)c23)cc1	6	-5	1.0	-6	1	5	1	4
CSCC[C@H](NS(=O)(=O)c1ccc(C)cc1)C(=O)N1CCC(C(=O)N[C@@H](Cc2ccc(O)cc2)C(=O)O)CC1	3	-1	2.0	-8	1	-24	-1	1
Cc1ccc(C(=O)COC(=O)c2cn3ccccc3n2)cc1	13	8	-2.0	-1	1	-7	-6	-1
COC(=O)Cc1[nH]nc2c1C1(C(=O)N(Cc3ccc(Cl)cc3)c3ccccc31)C(C#N)=C(N)O2 (centres undefined)	-6	3	-2.3	-1	-1	6	1	-4
CCCCNC(=O)CCC(=O)Nc1ccc2nc(N3CCC(C)CC3)cc(C)c2c1	7	4	2.7	6	-1	-12	-5	-2
O=C(O)c1ccc(CN(Cc2ccccc2)S(=O)(=O)c2ccc(Cl)cc2)cc1	-4	2	0.7	-5	0	-19	5	-13
COc1ccc(OC)c(C(=O)CCCC(=O)c2cc(OC)ccc2OC)c1	17	-2	0.7	-7	-1	5	2	-7
CC(C)n1cc(-c2ccc(Cl)cc2)cc(C#N)c1=O	0	0	2.3	-6	2	4	-8	6
COc1ccc(NC(=O)c2nc(S(=O)(=O)Cc3cccc(C)c3)ncc2Cl)c(OC)c1	2	-5	-0.1	0	0	1	3	50*
CN(C)CCCNC(=O)COc1ccc(Br)cc1Cl	13	3	-0.2	0	0	2	6	-17
CCOc1ccc(S(=O)(=O)Nc2nc3ccc(OC)cc3s2)cc1	2	-3	-2.6	-3	-14	-1	2	-4

Four of these compounds in another layout:
Molecule | CCR6 antag | APOBEC3A inh | MPTP block | A3G deaminase | GRIN3A LBD mod | Gli-Sufu block | CXCR6 inh | EBI2 block
COc1ccc(OC)c(C(=O)CCCC(=O)c2cc(OC)ccc2OC)c1 | 17 | -2 | 0.7 | -7 | -1 | 5 | 2 | -7
CC(C)n1cc(-c2ccc(Cl)cc2)cc(C#N)c1=O | 0 | 0 | 2.3 | -6 | 2 | 4 | -8 | 6
COc1ccc(NC(=O)c2nc(S(=O)(=O)Cc3cccc(C)c3)ncc2Cl)c(OC)c1 | 2 | -5 | -0.1 | 0 | 0 | 1 | 3 | 50*
CN(C)CCCNC(=O)COc1ccc(Br)cc1Cl | 13 | 3 | -0.2 | 0 | 0 | 2 | 6 | -17
